Compound activity deposited in PubChem by several laboratories.
E coli WT exp – E. coli BW25113 growth inhibition, expanded screen; OD600 absorbance; growth inhibition, % at 100 µM; hit rate 0.15% among 98,000; AID 710;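 active = growth inhibition above about 50% at one test dose, limit read from the data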;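 also: growth measured after 20 h incubation at 37 °C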
ERa coact inh – ER-alpha (human) coactivator binding inhibition. P03372. TR-FRET ER-alpha LBD / SRC-1 peptide, estradiol-bound. inhibition, % at 25.6 µM. hit rate 1.7% among 86,000. AID 629; in the data active = inhibition above about 50%;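 also: 0% = receptor plus peptide control and 100% = peptide only without receptor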
Target sequence (P03372 whole entry, looked up, the tested form may be a part): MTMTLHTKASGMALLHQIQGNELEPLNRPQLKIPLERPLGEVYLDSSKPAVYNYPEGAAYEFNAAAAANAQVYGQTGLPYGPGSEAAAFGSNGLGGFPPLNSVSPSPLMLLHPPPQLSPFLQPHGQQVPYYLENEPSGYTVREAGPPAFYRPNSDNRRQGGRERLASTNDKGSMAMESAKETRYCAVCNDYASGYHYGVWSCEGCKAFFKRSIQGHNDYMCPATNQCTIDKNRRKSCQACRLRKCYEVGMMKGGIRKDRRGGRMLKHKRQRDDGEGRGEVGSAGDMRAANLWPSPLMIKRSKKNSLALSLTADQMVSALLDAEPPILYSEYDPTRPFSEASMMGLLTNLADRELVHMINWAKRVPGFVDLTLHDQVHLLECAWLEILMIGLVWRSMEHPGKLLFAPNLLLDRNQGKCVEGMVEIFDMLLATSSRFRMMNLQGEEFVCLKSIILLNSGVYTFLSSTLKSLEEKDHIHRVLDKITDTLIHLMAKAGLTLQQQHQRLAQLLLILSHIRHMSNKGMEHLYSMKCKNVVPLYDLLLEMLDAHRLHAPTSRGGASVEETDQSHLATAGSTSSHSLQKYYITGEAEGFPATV
MT1-MMP txn act – activates MT1-MMP transcription; hit rate 0.16% among 86,000; activation factor at 10 µM; HT1080 MT1-MMP promoter luciferase reporter, luminescence, overnight; active compounds read high;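 active = activation factor of at least 2 for MT1-MMP transcription at 10 µM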
PLAP act – activators of human placental alkaline phosphatase | P05187 | purified PLAP enzyme, luminescent substrate read-out; active compounds read high | activation fold at 20 µM | hit rate 1.2% among 96,000; in the data active = activation fold above about 2
Mac1 fbg inh – blocks human CD11b/CD18 adhesion to fibrinogen | P05107+P11215 | K562 CD11b/CD18 adhesion to fibrinogen, ATPlite luminescence; Mn2+ added to activate the integrin | inhibition, % at 10 µM | hit rate 0.54% among 93,000;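 active = primary inhibition of 50% or more at 10 µM, then 40% or more on retest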; also: some results filed as inactive read as strong as hits
Mac1 fbg enh – CD11b/CD18-fibrinogen binding enhancement; P05107+P11215; K562 CD11b/CD18 adhesion to fibrinogen, ATPlite luminescence; activation, % at 10 µM; hit rate 0.07% among 93,000; AID 1499;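 active = 10 µM primary screen giving 50% or more activity, confirmed by 40% or more on retest at that dose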; also: strong numbers were not always called active; reference of the scale not given here
ERb coact inh – blocks coactivator binding to human estrogen receptor beta; Q92731; TR-FRET ER-beta LBD / SRC1-Cy5 peptide binding; receptor agonist-loaded with 1 µM estradiol; inhibition, % at 25.6 µM; hit rate 1.3% among 86,000; AID 633;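 active = compounds whose percent inhibition of the receptor-coactivator binding signal exceeds about 50% in the single-dose screen, limit read from the data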;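 also: 0% = receptor plus peptide wells without compound and 100% = peptide-only wells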
FAK inh – FAK (human) kinase inhibition; Q05397; biochemical FAK kinase activity assay; inhibition, %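 (tested at 7 µM)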; hit rate 0.84% among 97,000; AID 727; in the data active = inhibition above about 19%;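 also: 0% = DMSO and 100% = reference compound high control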
ERa SRC1 pot – enhances coactivator binding to human estrogen receptor alpha; P03372; TR-FRET ERalpha-LBD/SRC-Cy5 coactivator binding, 2 h; 100 = basal binding, no effect; coactivator binding (% of control), % at 25.6 µM; hit rate 1.3% among 86,000; AID 639; in the data active = activity above about 200%;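 also: binding measured in presence of low estradiol as agonist stimulus; 0% = peptide alone without receptor and 100% = receptor with peptide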
Numbers without * were called inactive; nt = not tested or not shown; [ ] = remark or other dose.

Results follow in this order: E coli WT exp, ERa coact inh, MT1-MMP txn act, PLAP act, Mac1 fbg inh, Mac1 fbg enh, ERb coact inh, FAK inh, ERa SRC1 pot
#1 C=CCn1c(=N)c(C#N)cc2c(=O)n3ccccc3nc21
    nt, -19, 1.3, nt, nt, nt, -13, 2, 105
#2 CCCn1nc(NC(=O)c2ccccn2)c2cc3cc(C)ccc3nc21
    -2, 3, 1.1, 1.5, 7, 0, -14, 2, 103
#3 Cc1ccc(OCC(O)CN2CCN(CC(O)COc3ccc(C)cc3Cl)CC2)c(Cl)c1 (stereo unspecified)
    -4, 7[fluorescence artefact?], 1.1, 1.5, 0, -3, 6[fluorescence artefact?], 0, 114
#4 NC(=O)CC(c1ccccc1)c1ccco1 (stereo unspecified)
    3, -3, 1, 1, nt, nt, -20, 1, 101
#5 O=Cc1ccc(OCc2ccccn2)cc1
    nt, 8, 1.6, nt, nt, nt, 12, 0, 99
#6 O=C1c2cccnc2C(=O)N1CO
    2, 25, 1.1, 0.9, -6, -3, 18, 0, 103
#7 FC(F)(F)c1cccc(NC(=S)NCCc2ccccn2)c1
    23, nt, nt, 1, -15, 2, nt, 0, nt
#8 O=C(Nc1ccc(Cl)cc1)c1ccc(-n2cccn2)c([N+](=O)[O-])c1
    -8, nt, nt, 1, -10, -4, nt, 4, nt
#9 CCC(c1nnnn1C(C)(C)CC)N(CCN1CCOCC1)Cc1cc2cc(C)ccc2[nH]c1=O (stereo unspecified)
    2, nt, nt, 1.7, -29, -4, nt, 0, nt
#10 CC(C)(C)NC(=O)CSc1nc2ccccc2n1-c1ccccc1
    4, nt, nt, 1.6, 1, -4, nt, 1, nt
#11 CC(C)c1ccc(-c2noc(C3CCCN(S(C)(=O)=O)C3)n2)cc1 (stereo unspecified)
    3, -1, 1.3, 1, 4, -2, 13, -1, 111
#12 COc1ccc(Cc2nc(C(=O)Nc3ccc(F)cc3)cs2)cc1
    -9, -1, 1.1, 0.7, 82*, -6, -13, 0, 105
#13 N#Cc1c(NC(NC(=O)c2ccco2)C(=O)c2ccccc2)sc2c1CCCC2 (stereo unspecified)
    -3, -3, 1.2, 0.9, -3, -4, -5, -4, 104
#14 CCOC(=O)N1CCN(C(=O)CN(Cc2ccccc2)S(=O)(=O)c2ccc(OC)c(Cl)c2)CC1
    -13, 2, 1.2, 1.8, 2, 1, -34, 0, 111
#15 CC(=O)c1ccccc1Oc1nc(CN2CCOCC2)nc2scc(-c3cccs3)c12
    -18, -5, 0.9, 1.7, 2, -2, 0, nt, 103
#16 O=c1c(C=Nc2ccc(Oc3ccccc3)cc2)c[nH]n1-c1cccc(Cl)n1
    -8, nt, nt, 1, -13, 4, nt, 6, nt
#17 Cc1ccc(S(=O)(=O)C(F)(F)F)cc1NC(=O)c1cccnc1
    -2, -16, 1.1, nt, nt, nt, 4, -1, 121
#18 CCOC(=O)C(CC)Sc1nnc2cc(C)c3ccccc3n12 (stereo unspecified)
    nt, 5, 1.2, nt, nt, nt, -12, 2, 87
#19 CC(C(=O)c1ccccc1)n1c(N2CCOCC2)nc2c1c(=O)n(C)c(=O)n2C (stereo unspecified)
    -6, -13, 1, 1.1, 1, -4, -7, nt, 112
#20 Cc1cc(/C=C(\C#N)C(=O)NCc2cccs2)c(C)n1-c1ccc([N+](=O)[O-])cc1
    nt, -7, 1.2, nt, nt, nt, -11, 1, 99
#21 CCn1c(COc2c(C)cccc2C)nnc1SCC(=O)N1CCN(c2ccccc2)CC1
    12, nt, nt, 1, -11, -4, nt, -2, nt
#22 O=C(c1cnn2ccccc12)N1CCCc2ccccc21
    8, -1, 1.1, 0.8, 2, -1, 4, 1, 116
#23 O=C(NCCCn1ccnc1)c1cccc(S(=O)(=O)N2CCCCCC2)c1
    7, -6, 1.1, 1.3, -26, -3, -8, -1, 68
#24 Cn1c2ccccc2c2c(C(=O)NCCCN3CCCC3=O)cn(C3CCCCC3)c(=O)c21
    -6, 24, nt, 1.6, -7, 1, 17, -1, 57[fluorescence artefact?]
#25 Clc1ccc(Cn2ncc3c(N4CCCC4)ncnc32)cc1
    5, -8, 1, 1.6, 7, 1, -17, -1, 91
#26 Cn1c(CN2CCN(c3ccc(Cl)cc3)CC2)nc2ccccc21
    -7, -2[fluorescence artefact?], 1, 1.1, -15, 7, 0[fluorescence artefact?], -4, 94[fluorescence artefact?]
#27 c1nnc2c3c4c(sc3ncn12)CCC4
    7, 0, 1.1, 1.2, -15, -2, 0, nt, 100
#28 COc1ccccc1CCNC(=O)CCSc1nc(-c2ccco2)cc(C(F)(F)F)n1
    nt, -32, 1.1, nt, nt, nt, -22[fluorescence artefact?], 0, 106
#29 Cc1ccc(Cl)cc1NC(=O)COC(=O)C1CCCCC1
    5, nt, nt, 0.8, -41, -2, nt, 5, nt
#30 C=CCn1c(SCc2csc(C)n2)nc2sc3c(c2c1=O)CCC(C)C3 (stereo unspecified)
    nt, -11, 1.2, nt, nt, nt, -7, 3, 91
#31 Fc1cccc(Cl)c1CNCc1ccccc1Cl
    10, nt, nt, 0.7, -2, -5, nt, -4, nt
#32 CC(C)OC(=O)CSc1nnnn1-c1ccc2c(c1)OCCO2
    6, -2, 1.5, 0.9, -1, 6, -2, 1, 119
#33 O=c1c2cc(N3CCOCC3)ccc2[nH]c(=S)n1Cc1ccccn1
    6, nt, 1.1, 1.2, -47, 4, nt, nt, nt
#34 Cc1nn(C)c(C)c1S(=O)(=O)N(CC(=O)N1CCc2ccccc2C1)c1ccc(C(C)C)cc1
    -7, -4, nt, 1.4, 6, 2, 0, -2, 111
#35 CCOC(=O)C1CCCN(C(=O)CCc2ccccc2)C1 (stereo unspecified)
    -14, 0, 1.1, 1, 40, 4, 14, 0, 85
#36 Cc1ccc2cc(CN(Cc3cccs3)Cc3nnnn3CC3CCCO3)c(=O)[nH]c2c1C (stereo unspecified)
    -1, 9, 1.1, 0.9, 15, 5, 11, -1, 87
#37 Cc1cccc(C)c1OCc1nnc(SCC(=O)Nc2nccs2)o1
    -5, -4, 1.1, 0.9, 1, -3, -4[fluorescence artefact?], 0, 104
#38 CCn1c(Cn2nnc(-c3ccccc3)n2)nnc1SCC(=O)Nc1ccccc1
    -2, -5, 1.1, 0.8, -12, -2, -22, 4, 101
#39 Cc1cc(C)n(C(=O)c2cc3ccccc3c(=O)o2)n1
    -3, -2, 1.2, 0.9, nt, nt, -12, 0, 95
#40 CN1C(=O)CC(N2CCN(CC(=O)N3CCCC3)CC2)C1=O (stereo unspecified)
    -5, -1, 1.1, 1.1, 2, 0, 7[fluorescence artefact?], 3, 105
#41 O=C(/C=C/c1cccs1)c1cc(Cl)ccc1OC(=O)N1CCOCC1
    2, nt, nt, 1.1, -54, -2, nt, -4, nt
#42 COC(=O)c1cn(CC(=O)NCc2ccco2)c2ccccc12
    4, -43, 1.3, 0.8, 14, 3, -1, 0, 104
#43 CC1(C)CC(=O)c2c(nn(-c3ccccc3)c2-c2ccncc2)C1
    nt, 23[fluorescence artefact?], 1.1, nt, nt, nt, 0[fluorescence artefact?], 0, 94
#44 O=C(CN1CC(c2ccccc2)CC1=O)OCc1ccccc1F (stereo unspecified)
    5, -29, 1.1, 1.7, 6, 7, -32[fluorescence artefact?], 0, 104
#45 O=C(Cc1coc(-c2ccc(F)cc2)n1)N1CCOCC1
    3, nt, 1.3, 1.2, 8, -6, nt, nt, nt
#46 CCOC(=O)C1CCN(C(=O)c2ccc(OCC)c(OCC)c2)CC1
    2, -1, 1.1, 1.4, 25, 9, -2, -3, 103
#47 COc1cccc(-n2c(Cc3cc(=O)[nH]c(=O)[nH]3)nnc2SCC(=O)N2CCCCCC2)c1
    3, -5, 1.2, 1.7, -12, 8, -15[fluorescence artefact?], 0, 113
#48 COc1ccc(C2N(c3cc(Cl)ccc3OC)C(=O)C3CCCN32)cc1 (stereo unspecified)
    -5, 0, 1, 1.8, 11, -3, -9, -7, 126
#49 CCN1CC=C2C(C#N)=C(N)C(C#N)(C#N)[C@H](c3cccc(OC)c3OC)[C@H]2C1
    -3, -12, 1.4, 1.3, 6, 4, -9, 2, 117
#50 CCOC(=O)c1sc(Nc2ccc(C)cc2C)nc1C
    10, 13, 1.1, 0.9, 1, -2, 5, 1, 85
#51 CCCC(=O)Nc1cc(C)c(NC(=O)C23CC4CC(CC(C4)C2)C3)cn1
    4, 1, 1.2, 1.6, -15, -1, -2[fluorescence artefact?], -8, 97
#52 CC(=O)Nc1ccc(NC(=O)C2CC(=O)N=C(N)S2)cc1 (stereo unspecified)
    -5, nt, nt, 1, 2, -1, nt, 6, nt
#53 COc1ccc(-c2nc(C#N)c(NC(C)C)o2)cc1
    -6, -9[fluorescence artefact?], 1.5, 1.8, -2, 1, -18[fluorescence artefact?], 12, 124[fluorescence artefact?]
#54 Cc1ccc(CNC(=O)C2CCCN(C(=O)N(C)C)C2)cc1 (stereo unspecified)
    -3, -3, 1, 0.8, -6, -3, -11, 0, 102
#55 c1cncc(-c2nnc3n2N=C(c2cccs2)CS3)c1
    4, 7, 1.1, 0.8, -19, 8, 16[fluorescence artefact?], 4, 97[fluorescence artefact?]
#56 COc1ccc(NC(=O)c2ocnc2C)cc1OC
    2, -5, 1.2, 1.2, 3, -5, -6, -1, 111
#57 CC1=C(C(=O)Nc2ccc(F)cc2)C(c2cccc(C)c2)n2nc(CCCO)nc2N1 (stereo unspecified)
    -3, -5, 1, 1.1, -10, -2, 3[fluorescence artefact?], nt, 121
#58 O=C(COC(=O)[C@H](Cc1c[nH]c2ccccc12)NC(=O)c1ccc(Cl)cc1)Nc1ccc2c(c1)OCO2
    -14, -6, 1.2, 1.2, 13, -3, -7, 2, 109
#59 CC(Sc1nc2ccccc2c(=O)n1Cc1ccco1)C(=O)c1ccccc1 (stereo unspecified)
    -16, 5, 1, 1.3, -5, 0, -3, nt, 86
#60 O=C(c1ccc(CNS(=O)(=O)c2ccccc2)cc1)N1CCN(c2ccccn2)CC1
    6, -5, 1.2, nt, nt, nt, 14, 9, 99
#61 O=C(/C=C/c1cc2c(cc1Br)OCO2)NCc1ccc(F)cc1
    -10, nt, nt, 1, -12, 1, nt, 0, nt
#62 CC1CN(Cc2cc(=O)[nH]c(C3CC3)n2)CC(C)O1 (stereo unspecified)
    0, nt, nt, 1.2, 6, 4, nt, 4, nt
#63 COc1cccc(OCCNc2cc(Cl)ccc2[N+](=O)[O-])c1
    -10, nt, nt, 0.4, -31, 3, nt, 3, nt
